# CHOP UPR activ = apoptotic UPR (CHOP) activation | activation, % at 10 µM | actives 0.34% (n = 330,000) | CHO-CHOP luciferase reporter, luminescence; percent of tunicamycin response over DMSO baseline;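 active means at 10 µM dose, activation of 40% or more, normalized to positive control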;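 further: 100% = tunicamycin at 10 µg/mL and 0% = DMSO alone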
#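 Material: CHO-CHOP cells, stable luciferase reporter of PERK-eIF2a-CHOP signalling; quantity: 500 reporter cells seeded per well; buffer or medium: F12 medium containing 10% fetal bovine serum; compound: one dose, 10 µM in 0.5% DMSO; incubation: 6 h compound treatment, 37 °C; measured by: Steady-Glo luciferase luminescence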
# UPR XBP1 act = adaptive UPR (XBP1) activation; CHO-XBP1 luciferase reporter, IRE1-XBP1 UPR activation, luminescence; percent of tunicamycin response, DMSO as zero; activation, % at 20 µM; actives 0.33% (n = 330,000); AID 463104;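 active means versus positive control, 20 µM dose yields 30% or more activation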;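 further: 100% = tunicamycin at 10 µg/mL and 0% = DMSO only wells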
#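 Test system: CHO-XBP1 luciferase reporter cells | Buffer or medium: Serum-containing F12 medium, 10% FBS | Schedule: 6 h compound exposure at 37 °C, 5% CO2 | Detection: Steady-Glo luciferase glow luminescence, 10 min after reagent addition | Read-out basis: Activation, % of tunicamycin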
# Mdm2 MdmX PPI = disrupts the human Mdm2-MdmX interaction | O15151+Q00987 | SaOS-2 split-luciferase Mdm2/MdmX complementation, luminescence | inhibition, % at 8 µM | actives 3% (n = 330,000) | AID 485346;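 active means inhibition of at least 50% at 8 µM in the primary screen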
# CCR6 antagonist = blocks CCL20-driven beta-arrestin recruitment at human CCR6; P51684; CHO-K1 CCR6 PathHunter beta-arrestin, luminescence, CCL20-stimulated; inhibition, % at 20 µM; actives 0.49% (n = 340,000); AID 493098;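 active means compounds whose inhibition of the agonist-driven luminescence signal at 20 µM reaches about 50%, limit read from the data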;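 further: cells stimulated with CCL20 at 14 nM final; plate controls were DMSO with CCL20 for no effect and DMSO without agonist for full effect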
# Target sequence (P51684 whole entry, looked up): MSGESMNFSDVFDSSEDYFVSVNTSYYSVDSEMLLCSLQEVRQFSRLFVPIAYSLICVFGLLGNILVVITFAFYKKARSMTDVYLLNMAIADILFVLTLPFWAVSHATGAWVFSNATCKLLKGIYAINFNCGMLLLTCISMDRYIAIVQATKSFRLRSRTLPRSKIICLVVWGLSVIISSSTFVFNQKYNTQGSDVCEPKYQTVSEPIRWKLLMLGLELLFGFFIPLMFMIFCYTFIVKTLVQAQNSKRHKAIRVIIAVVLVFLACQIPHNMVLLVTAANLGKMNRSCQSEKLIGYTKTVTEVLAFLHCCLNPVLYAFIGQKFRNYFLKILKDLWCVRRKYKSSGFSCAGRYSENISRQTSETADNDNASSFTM
# APJ agonist = activates the human apelin receptor APJ. CHO-K1 APJ PathHunter beta-arrestin, luminescence; 0% DMSO wells, 100% apelin. P35414. actives 0.11% (n = 330,000). activation, % at 20 µM;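 active means activation more than six SD over the plate average, tested at 20 µM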;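 further: 0% = DMSO alone and 100% = apelin-13 at 10 nM; some results filed as inactive read as strong as hits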
# Target sequence (P35414 whole entry, looked up): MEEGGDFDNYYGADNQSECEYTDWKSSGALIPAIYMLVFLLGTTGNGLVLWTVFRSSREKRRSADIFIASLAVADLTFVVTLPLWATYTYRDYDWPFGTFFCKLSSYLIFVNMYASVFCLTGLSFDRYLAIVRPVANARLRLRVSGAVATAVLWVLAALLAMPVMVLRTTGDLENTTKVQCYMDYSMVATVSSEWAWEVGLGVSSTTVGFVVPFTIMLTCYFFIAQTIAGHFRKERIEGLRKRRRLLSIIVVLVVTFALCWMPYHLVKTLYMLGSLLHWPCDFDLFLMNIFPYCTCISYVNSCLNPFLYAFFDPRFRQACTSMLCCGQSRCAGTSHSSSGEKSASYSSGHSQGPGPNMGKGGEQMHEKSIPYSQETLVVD
#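 Assay system: CHO-K1 APJ beta-arrestin complementation cell line / Compound: single test compound dose, 20 µM final, 1% DMSO / Times: overnight seeding, 90 min compound at 25 °C, 1 h detection / Technique: beta-gal luminescence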
# EBI2 antag = blocks human EBI2 receptor beta-arrestin signaling | P32249 | EBI2 beta-arrestin recruitment, luminescence, 7a,25-OHC stimulated | inhibition, % at 5 µM | actives 0.81% (n = 360,000); in the data active means inhibition above about 38%;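 further: enzyme fragment complementation signal reports receptor beta-arrestin coupling in cells; 0% = agonist plus DMSO wells and 100% = wells without agonist; some results beyond the cut were filed as inactive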
# Target sequence (P32249 whole entry, looked up, the tested form may be a part): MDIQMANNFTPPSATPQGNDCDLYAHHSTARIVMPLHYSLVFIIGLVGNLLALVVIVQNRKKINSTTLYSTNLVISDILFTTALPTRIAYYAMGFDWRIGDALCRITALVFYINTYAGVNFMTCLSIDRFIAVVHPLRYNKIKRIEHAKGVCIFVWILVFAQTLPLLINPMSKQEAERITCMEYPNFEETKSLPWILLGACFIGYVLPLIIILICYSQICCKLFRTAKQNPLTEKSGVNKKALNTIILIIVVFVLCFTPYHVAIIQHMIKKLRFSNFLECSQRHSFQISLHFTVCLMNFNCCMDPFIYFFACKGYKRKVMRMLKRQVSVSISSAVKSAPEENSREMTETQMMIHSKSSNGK
# CXCR6 inh = inhibitors of human CXCR6 receptor; O00574; CHO-K1 PathHunter CXCR6 beta-arrestin, luminescence; inhibition, % at 20 µM; actives 0.36% (n = 360,000); AID 602244; in the data active means inhibition above about 34%, passing the limit was not always enough;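 further: antagonist mode with CXCL16 agonist at 10 nM final; 0% = 10 nM CXCL16 with DMSO and 100% = unstimulated wells without agonist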
# tim23-1 inh = growth inhibitors of tim23-1 mutant yeast; actives 1.3% (n = 330,000); S. cerevisiae tim23-1 growth, BacTiter-Glo luminescence, 24 h; inhibition, % at 20 µM; AID 463212;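 active means growth inhibition of the mutant yeast at or above 50%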;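 further: temperature-sensitive mutant grown at 25 °C; plate controls were DMSO-treated mutant yeast for no effect and medium wells lacking yeast for full effect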
# APJ antag = blocks the human apelin receptor APJ; P35414; CHO-K1 APJ beta-arrestin complementation, luminescence; inhibition, % at 20 µM; actives 0.32% (n = 330,000); AID 2521;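 active means inhibition above about 40% at 20 µM, limit read from the data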;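 further: cells challenged with 10 nM apelin-13 agonist together with compound; plate controls were apelin-13 plus DMSO wells for no effect and DMSO wells lacking apelin-13 for full effect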
# The depositor's hits bear a star; · = not tested or not shown. A portion of the library, so the mix of outcomes need not match the whole.
(1) COc1ccccc1C(=O)Nc1nnn(C)n1
(2) O=C(Cn1cc(C(=O)c2cccs2)c2ccccc21)NCc1cccs1
(3) CCCCN(CCCC)S(=O)(=O)c1ccc(NS(=O)(=O)c2ccc(NC(C)=O)cc2)cc1
(4) COc1cccc(OC)c1OC(=O)c1cnccn1
(5) O=C(COC(=O)c1ccccc1Br)NCc1ccccc1
(6) Cc1ccc(-c2nnc(N3CCN(C(=O)Cn4c(=O)n(C)c5ccccc54)CC3)c3ccccc23)cc1
(7) CC(C)(C)c1ccc(C(=O)Nc2ccc(N3CCOCC3)cc2)cc1
(8) CC(=NC(C)C)C1=C(O)CCC1=O

assay / entry	1	2	3	4	5	6	7	8
CHOP UPR activ	1.7	4.4	0.8	0.8	-0.2	2.2	-0.8	-1.8
UPR XBP1 act	-2	-1	-1	0	1	-2	-2	4
Mdm2 MdmX PPI	-14	-73	-4	-9	-10	-5	29	2
CCR6 antagonist	-1	14	22	2	4	1	0	3
APJ agonist	-1	-2	-2	2	0	-2	3	-1
EBI2 antag	9	5	10	-12	-9	-11	7	-11
CXCR6 inh	-3	0	4	-10	2	-7	-8	1
tim23-1 inh	6	-18	7	-4	14	2	28	2
APJ antag	7	7	15	9	4	7	4	18

(9) C[N+](C)(C)CCCC(=O)c1ccc2c(c1)OCO2
(10) Cc1cc(NC(=O)COc2cccc(Oc3ccccc3)c2)no1
(11) Cc1ccccc1-n1ncc2c1CC(C)(C)CC2NC(=O)CCN1Cc2ccccc2C1=O (stereo not given)
(12) CCOC(=O)c1ccc(Nc2ncnc3ccc(C)cc23)cc1
(13) O=C(O)CSc1nnc(Cn2c(=O)sc3ccccc32)n1-c1cccc(Cl)c1
(14) Cc1cc(C)n2nc(C(=O)N/N=C/c3c4ccccc4cc4ccccc34)nc2n1
(15) O=C(Nc1ccccc1NC(=O)c1ccc(F)cc1)c1ccc(F)cc1
(16) CCn1ncc(Br)c1C(=O)Nc1ccc(F)cc1F

assay / entry	9	10	11	12	13	14	15	16
CHOP UPR activ	-3.3	-1.4	0.0	1.3	-0.3	-0.6	1.4	-1.0
UPR XBP1 act	-5	-1	-5	-5	-2	1	-3	-2
Mdm2 MdmX PPI	-5	32	10	38	9	2	0	6
CCR6 antagonist	-6	-35	9	-2	12	-1	8	12
APJ agonist	3	2	3	2	-2	-2	-1	-3
EBI2 antag	-17	-1	-8	8	-8	-34	-6	-2
CXCR6 inh	-8	-11	-9	-1	4	5	4	4
tim23-1 inh	-1	-3	7	19	-1	11	-14	18
APJ antag	-2	-3	-2	-2	-7	-2	11	7

(17) COc1ccc(/C=C/C(=O)c2ccccc2)cc1COc1ccc(F)cc1
(18) CC(C)C(C(=O)Nc1nccs1)N1C(=O)c2ccccc2C1=O (stereo not given)
(19) CCCCN(C(=O)NC(=O)Nc1ccc(C)cn1)S(C)(=O)=O
(20) CC1(C)CC(=O)C=C(NCCN2CCNCC2)C1
(21) COc1ccc2c(C)cc(N3CCOCC3)nc2c1
(22) O=C(CCN1C(=O)c2ccccc2S1(=O)=O)NCc1ccccc1
(23) Cc1cc(Nc2cc(Cl)cc(Cl)c2)nc(N)n1
(24) CCOC(=O)c1nnn(-c2nonc2N)c1-c1ccc(F)cc1

assay / entry	17	18	19	20	21	22	23	24
CHOP UPR activ	1.2	-1.4	-2.5	2.0	0.8	0.5	0.9	-1.2
UPR XBP1 act	1	0	-4	-1	0	-4	6	0
Mdm2 MdmX PPI	9	20	0	-7	3	10	-35	8
CCR6 antagonist	24	10	0	-7	-5	-2	-4	5
APJ agonist	-2	-3	-1	2	-1	-4	7	-1
EBI2 antag	21	-5	-10	·	-7	-6	-23	9
CXCR6 inh	3	2	-3	·	-7	-3	-19	-1
tim23-1 inh	32	7	5	7	-2	7	20	18
APJ antag	4	14	5	-4	-72	0	-13	21

(25) COC(=O)C1=C(C(=O)OC)[C@@H]2N(Cc3ccccc3)c3ccccc3[C@@]23C[C@@H](C(=O)OC)N(C(=O)NC(C)(C)C)C3=N1
(26) Cc1ccc(S(=O)(=O)NCc2ccc(C(=O)NCCN(Cc3ccccc3)C(C)C)cc2)cc1
(27) COc1ccc(C(=O)/C=C2\Sc3ccccc3N2C)cc1
(28) Cc1nc2ncnn2c(C)c1C/C=C/c1ccccc1
(29) Cc1ccc(-c2csc3ncnc(-n4nnc5ccccc54)c23)cc1
(30) CCOC(=O)C1(Cc2ccc(OC)cc2)CCN(C(=O)CC2CCC(=O)N2)CC1 (stereo not given)
(31) NC(=O)CSc1nnc(CNc2ccc(F)cc2)n1CC1CCCO1 (stereo not given)
(32) Cc1ccc(SCC(=O)OCC(=O)NCCCc2ccccc2)cc1

assay / entry	25	26	27	28	29	30	31	32
CHOP UPR activ	2.1	-4.4	3.5	0.6	0.4	3.4	-0.1	1.2
UPR XBP1 act	-1	-4	3	0	0	6	1	1
Mdm2 MdmX PPI	9	13	-179	-4	15	-18	-10	5
CCR6 antagonist	-3	15	19	8	21	0	3	5
APJ agonist	-2	1	1	-1	-3	-2	-2	-2
EBI2 antag	-4	2	11	9	-4	0	-6	-4
CXCR6 inh	5	-1	3	3	2	-7	2	2
tim23-1 inh	4	18	40	-10	47	-3	4	17
APJ antag	18	3	9	-25	0	-3	1	10

(33) COc1cc(/C=C/C(=O)OCC(=O)N2CCc3ccccc3C2)ccc1O
(34) O=C(CSc1ncnc2c1oc1ccccc12)Nc1ccc2c(c1)OCCO2
(35) Cc1ccccc1NC(=O)CCC(=O)OCCCC(F)(F)C(F)(F)F
(36) O=C(O)c1ccc(S(=O)(=O)N(Cc2cccs2)CC2CCCO2)cc1 (stereo not given)
(37) CCOc1ccc(NC(=O)CN(C)CC(=O)NC(C)c2ccccc2)cc1OCC (stereo not given)
(38) CCN1/C(=C2\SC(=S)N(Cc3ccccc3)C2=O)Sc2ccccc21
(39) CCCCN(C)C(=O)CNC(=O)c1nn(-c2ccc(OC)cc2OC)c(=O)c2ccccc12
(40) CCN(CC)CCn1c(=N)n(CC(=O)c2ccc(C)cc2)c2ccccc21

assay / entry	33	34	35	36	37	38	39	40
CHOP UPR activ	1.2	-0.6	-0.8	-0.7	0.2	-2.4	-0.5	-0.2
UPR XBP1 act	-1	-2	-1	-3	0	0	-4	-2
Mdm2 MdmX PPI	14	-19	17	4	10	13	26	18
CCR6 antagonist	-1	13	1	4	-6	16	6	17
APJ agonist	-3	-2	-2	-3	-1	-2	-5	-5
EBI2 antag	1	1	-16	7	4	3	12	21
CXCR6 inh	-2	5	-5	-3	-2	11	-2	-4
tim23-1 inh	16	8	5	-10	0	7	25	-24
APJ antag	1	1	-15	8	11	13	9	-7

# A second format for some results above:
# Values run as follows: CHOP UPR activ, UPR XBP1 act, Mdm2 MdmX PPI, CCR6 antagonist, APJ agonist, EBI2 antag, CXCR6 inh, tim23-1 inh, APJ antag
31	NC(=O)CSc1nnc(CNc2ccc(F)cc2)n1CC1CCCO1 (stereo not given)
    -0.1, 1, -10, 3, -2, -6, 2, 4, 1
32	Cc1ccc(SCC(=O)OCC(=O)NCCCc2ccccc2)cc1
    1.2, 1, 5, 5, -2, -4, 2, 17, 10
33	COc1cc(/C=C/C(=O)OCC(=O)N2CCc3ccccc3C2)ccc1O
    1.2, -1, 14, -1, -3, 1, -2, 16, 1
34	O=C(CSc1ncnc2c1oc1ccccc12)Nc1ccc2c(c1)OCCO2
    -0.6, -2, -19, 13, -2, 1, 5, 8, 1
35	Cc1ccccc1NC(=O)CCC(=O)OCCCC(F)(F)C(F)(F)F
    -0.8, -1, 17, 1, -2, -16, -5, 5, -15
36	O=C(O)c1ccc(S(=O)(=O)N(Cc2cccs2)CC2CCCO2)cc1 (stereo not given)
    -0.7, -3, 4, 4, -3, 7, -3, -10, 8
37	CCOc1ccc(NC(=O)CN(C)CC(=O)NC(C)c2ccccc2)cc1OCC (stereo not given)
    0.2, 0, 10, -6, -1, 4, -2, 0, 11
38	CCN1/C(=C2\SC(=S)N(Cc3ccccc3)C2=O)Sc2ccccc21
    -2.4, 0, 13, 16, -2, 3, 11, 7, 13
39	CCCCN(C)C(=O)CNC(=O)c1nn(-c2ccc(OC)cc2OC)c(=O)c2ccccc12
    -0.5, -4, 26, 6, -5, 12, -2, 25, 9
40	CCN(CC)CCn1c(=N)n(CC(=O)c2ccc(C)cc2)c2ccccc21
    -0.2, -2, 18, 17, -5, 21, -4, -24, -7

# (listing goes on)
(41) Cc1cc(-c2ccccc2)[nH]c(=O)c1C#N
(42) C#CCOCCOCCOCCNc1nc(N2CCN(C(=O)[C@H](C(C)C)n3cc(CCO)nn3)CC2)nc(N2CCN(C(=O)[C@H](C(C)C)n3cc(CCO)nn3)CC2)n1
(43) COC(=O)/C=C1\S/C(=N/N=C/c2ccccc2)NC1=O
(44) COc1cccc(Nc2ncnc3sccc23)c1
(45) COc1ccc(CCC(=O)Nc2ncc(C)s2)cc1OC
(46) Cn1c(SCC(=O)N2CCCC2)nc2ccccc2c1=O
(47) COc1ccc(CCNC(=O)c2cc3c(=O)n4ccccc4nc3n(CC3CCCO3)c2=N)cc1OC (stereo not given)
(48) CCOC(=O)C1CCN(c2c(NCCN(CC)c3ccccc3)c(=O)c2=O)CC1

assay / entry	41	42	43	44	45	46	47	48
CHOP UPR activ	-0.9	-0.8	2.7	3.8	-0.1	0.1	-1.1	0.3
UPR XBP1 act	-3	0	1	1	-2	-3	-4	-2
Mdm2 MdmX PPI	7	-5	-15	-19	-1	17	9	-14
CCR6 antagonist	1	6	2	5	5	-3	16	0
APJ agonist	-3	7	-1	-1	-4	-2	-3	-3
EBI2 antag	8	-11	4	0	2	0	3	6
CXCR6 inh	-4	-2	2	3	-5	-1	5	-5
tim23-1 inh	-3	13	1	31	11	10	1	1
APJ antag	10	-22	-30	8	-13	7	5	-6

(49) COc1cccc(C2/C(=C(\O)c3ccc(OC)c(OC)c3)C(=O)C(=O)N2c2cc(C)on2)c1 (stereo not given)
(50) CCCC(C(=O)NCc1ccco1)N(C(=O)CNS(=O)(=O)c1ccccc1)C1CCCC1 (stereo not given)
(51) COc1cc(NS(=O)(=O)c2ccc(N/C=C\C(=O)c3ccc(F)cc3)cc2)nc(OC)n1
(52) O=C(Nc1ccc2c(c1)OCO2)c1cccc(Cl)c1
(53) Cc1ccc(C2=NOC(=O)/C2=C\c2ccc(C)o2)cc1
(54) Brc1ccc(Nc2nc3ccccc3n3nnnc23)cc1
(55) O=C1CN(C(=O)CN2CCCC2)C(c2ccccc2)c2cc(Br)ccc2N1 (stereo not given)

assay / entry	49	50	51	52	53	54	55
CHOP UPR activ	-0.7	-2.3	1.5	5.1	5.1	2.5	-1.4
UPR XBP1 act	0	3	0	0	16	2	1
Mdm2 MdmX PPI	8	-3	8	-161	4	20	11
CCR6 antagonist	12	10	7	13	24	·	17
APJ agonist	-13	-3	-3	-1	11	-2	-3
EBI2 antag	8	-5	-8	-14	26	·	-5
CXCR6 inh	-5	-5	4	0	12	·	15
tim23-1 inh	-4	3	7	43	79*	-3	11
APJ antag	-1	-16	9	3	3	6	-6

# Screens: PubChem, Sanford-Burnham Center for Chemical Genomics
